Pol eta inh: qHTS for Inhibitors of Polymerase Eta; AID 588591, 2011; 390,000 tested, 1.2% active; recombinant Pol eta, fluorescent DNA replication assay; DNA polymerase eta (Homo sapiens), Q9Y253; Potency, µM (series often up to 114 µM), without a hit: at the top dose activity change, negative = inhibition, actives largely listed as inhibitors; also: % is scaled to controls: 0 for no effect and ±100 for the full control effect
Target sequence (Q9Y253 whole entry, looked up): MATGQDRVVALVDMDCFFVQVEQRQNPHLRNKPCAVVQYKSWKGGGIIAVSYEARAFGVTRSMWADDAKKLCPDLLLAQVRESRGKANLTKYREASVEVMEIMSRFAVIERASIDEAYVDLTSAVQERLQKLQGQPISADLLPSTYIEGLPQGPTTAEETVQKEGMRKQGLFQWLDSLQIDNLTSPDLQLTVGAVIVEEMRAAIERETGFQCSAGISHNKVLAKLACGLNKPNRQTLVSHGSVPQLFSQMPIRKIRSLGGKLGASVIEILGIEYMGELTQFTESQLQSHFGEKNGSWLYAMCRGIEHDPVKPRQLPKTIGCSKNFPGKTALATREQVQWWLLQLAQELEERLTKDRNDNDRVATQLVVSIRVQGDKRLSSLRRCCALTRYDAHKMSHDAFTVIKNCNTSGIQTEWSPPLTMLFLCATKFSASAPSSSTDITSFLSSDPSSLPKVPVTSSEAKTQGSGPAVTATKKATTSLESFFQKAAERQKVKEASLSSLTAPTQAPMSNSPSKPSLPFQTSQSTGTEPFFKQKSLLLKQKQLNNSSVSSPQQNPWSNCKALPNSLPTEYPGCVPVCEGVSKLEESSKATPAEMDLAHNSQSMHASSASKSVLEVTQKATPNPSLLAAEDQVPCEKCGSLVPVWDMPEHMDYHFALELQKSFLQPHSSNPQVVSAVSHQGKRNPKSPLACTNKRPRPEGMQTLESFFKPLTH
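Pol eta (10 nM) was preincubated with compounds for 15 min at room temperature, after which fluorescent replication substrate (50 nM final) was added to start the reaction. Fluorescence was read kinetically at 0 and 10 min.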
BAZ2B block: qHTS Assay for Inhibitors of BAZ2B. AID 504333, 2011. 360,000 tested, 4.4% active. Potency, µM (highest dose often 114 µM), without a hit: top-dose activity change, negative = inhibition, usual class: inhibitors. AlphaScreen BAZ2B-H3K14Ac peptide displacement; also: % is scaled to controls: 0 for no effect and ±100 for the full control effect; nearly all actives have a fitted effect of over 60% in size
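AlphaScreen displacement of biotin-H3(5-23)K14Ac peptide (50 nM final) from BAZ2B (50 nM final) in PBS pH 7.4, 0.01% Tween-20; complex preformed 30 min RT, then compounds (top 110 uM) 30 min RT, beads 20 min dark.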
BLM helicase inh: qHTS Assay for Inhibitors of Bloom's syndrome helicase (BLM) | recombinant BLM DNA unwinding, fluorescence dequenching | AID 2528, 2010 | 350,000 tested, 0.2% active | Potency, µM (highest dose often 56.1 µM), for inactives: top-dose activity change, negative = inhibition, hits mostly inhibitors;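 also: plate controls were vehicle for no effect and no enzyme for full effect; nearly all actives have a fitted effect of over 35% in size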
JMJD2A Tudor: qHTS Assay for Inhibitors of JMJD2A-Tudor Domain. 390,000 tested, 4.4% active. Lysine-specific demethylase 4A (Homo sapiens), O75164. AlphaScreen JMJD2A-Tudor / H3K4me3 peptide binding. AID 504339, 2011. Potency, µM (series often up to 114 µM), inactives show at the highest dose activity change, negative = inhibition, usual class: inhibitors; also: % is scaled to controls: 0 for no effect and ±100 for the full control effect; nearly all actives have a fitted effect of over 50% in size
APE1 inh: qHTS Assay for Inhibitors of the Human Apurinic/apyrimidinic Endonuclease 1 (APE1); DNA repair nuclease/redox regulator APEX1 (Homo sapiens), P27695; recombinant APE1, TAMRA/BHQ-2 abasic DNA cleavage fluorescence; AID 2517, 2012; Potency, µM (top dose mostly 65.8 µM), for the others: top-dose activity change, negative = inhibition, hits mostly inhibitors; 350,000 tested, 0.35% active;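 also: plate controls were vehicle for no effect and reference inhibitor for full effect; nearly all actives have a fitted effect of over 55% in size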
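Kinetic fluorescence read (525 ex/598 em nm, three reads 60 s apart) of AP-site incision; signal = third minus first read. Enzyme 0.75 nM, dual-labelled THF duplex 50 nM, compound preincubation 15 min RT.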
Pol beta inh: qHTS Assay for Inhibitors of DNA Polymerase Beta; P06746; Pol beta primer extension/strand displacement, fluorescence kinetic; Potency, µM (series often up to 114 µM), for the others: at the highest dose activity change, negative = inhibition, hits mostly inhibitors; 340,000 tested, 1.3% active; AID 485314, 2010; also: % is scaled to controls: 0 for no effect and ±100 for the full control effect
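Curves were derived by four-parameter Hill fits of normalized qHTS data. The kinetic fluorescent primer-extension read was taken at 0 and 10 min after 50 nM substrate, following a 15 min room-temperature preincubation of 10 nM enzyme with compounds.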
POLK inh: qHTS for Inhibitors of Polymerase Kappa | DNA polymerase kappa (Homo sapiens), Q9UBT6 | purified Pol kappa, fluorescent DNA synthesis assay, 10 min | Potency, µM (highest dose often 107 µM), without a hit: top-dose activity, negative = inhibition, actives largely listed as inhibitors | 400,000 tested, 0.53% active; also: % is scaled to controls: 0 for no effect and ±100 for the full control effect
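Activity was followed as the change in fluorescence between reads at 0 and 10 min after starting the reaction with 50 nM substrate. Beforehand, 10 nM polymerase had been preincubated with compound for 15 min at room temperature.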
POLI inh: qHTS for Inhibitors of Polymerase Iota. Pol iota fluorescent replication assay, 10 min. Potency, µM (series often up to 115 µM), for inactives: at the top dose activity, negative = inhibition, most hits filed as inhibitors. 390,000 tested, 1% active
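Fluorescent replication assay read twice, at 0 min and 10 min after adding 50 nM (final) substrate. Enzyme (10 nM) and compounds were first incubated 15 min at room temperature; enzyme-free buffer wells were negative controls.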
G9a inh: qHTS Assay for Inhibitors of Histone Lysine Methyltransferase G9a; G9a H3K9 monomethylation, AlphaScreen, 2 h; 350,000 tested, 8.8% active; Histone-lysine N-methyltransferase EHMT2 (Homo sapiens), Q96KQ7; Potency, µM (top dose mostly 102 µM), for inactives: at the top dose activity, negative = inhibition, hits mostly inhibitors; also: % is scaled to controls: 0 for no effect and ±100 for the full control effect; nearly all actives have a fitted effect of over 75% in size
Target sequence (Q96KQ7 913-1193 limits assumed): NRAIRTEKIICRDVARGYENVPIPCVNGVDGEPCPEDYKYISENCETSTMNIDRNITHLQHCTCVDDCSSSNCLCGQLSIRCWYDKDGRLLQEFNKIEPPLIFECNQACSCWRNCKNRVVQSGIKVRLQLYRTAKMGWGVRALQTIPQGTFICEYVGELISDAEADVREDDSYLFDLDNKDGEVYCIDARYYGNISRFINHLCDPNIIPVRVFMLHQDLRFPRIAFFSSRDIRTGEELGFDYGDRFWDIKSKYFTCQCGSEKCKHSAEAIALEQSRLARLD
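Step 1: enzyme (final 20 nM) with compound, 15 min RT. Step 2: substrate peptide 500 nM and SAM 20 uM, 2 h RT. Step 3: anti-H3K9me1 antibody and AlphaScreen beads, 10 min, then plate read.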
Starred values were filed as active, the others as inactive; ? = inconclusive; nt = not tested or not shown; & = joins results of further samples; [ ] = another dose, or the depositor's remark. Calls follow the shape of the dose curve; as a rule, active = well fitted curve in the direction sought with a large enough effect; inconclusive = small, poorly fitted or top-dose-only effect, or another doubt; inactive = no such curve, though single readings can be large; an effect the other way counts as inactive or inconclusive. Potency is read from the fitted curve at half-maximal effect. These rows are one share of the data; the hit share may differ from the screen's.

Start of the listing, in advance:
SMILES	Pol eta inh	BAZ2B block	BLM helicase inh	JMJD2A Tudor	APE1 inh	Pol beta inh	POLK inh	POLI inh	G9a inh
O=C1NCN(c2ccccc2)C12CCN(CC1COc3ccccc3O1)CC2 (stereo unspecified)	-5%[57.1 µM]	nt	0%	nt	1%&2%&-1%	-7%[57.1 µM]	2%[60.1 µM]	?	39%[activator][59 µM]
CC(C)[C@H]1C(=O)O[C@@H]2CCN3CC=C(COC(=O)[C@](C)(O)[C@]1(C)O)[C@H]23	-6%	4%	-1%	3%	-11%	13%	18%	18%	6%[12.7 µM]

Main list, from the start:
SMILES	Pol eta inh	BAZ2B block	BLM helicase inh	JMJD2A Tudor	APE1 inh	Pol beta inh	POLK inh	POLI inh	G9a inh
O=C1NCN(c2ccccc2)C12CCN(CC1COc3ccccc3O1)CC2 (stereo unspecified)	-5%[57.1 µM]	nt	0%	nt	1%&2%&-1%	-7%[57.1 µM]	2%[60.1 µM]	?	39%[activator][59 µM]
CC(C)[C@H]1C(=O)O[C@@H]2CCN3CC=C(COC(=O)[C@](C)(O)[C@]1(C)O)[C@H]23	-6%	4%	-1%	3%	-11%	13%	18%	18%	6%[12.7 µM]
COC(=O)C1=C(c2ccc(Cl)c(C(F)(F)F)c2)C[C@@H]2CC[C@H]1N2C(=O)NCc1ccc2c(c1)OCO2	-4%	9%	nt	-34%	-13%	nt	-3%	2%	14%[0.501 µM]
CC(C)Oc1ccc(CNC(=O)Oc2ccccc2)cc1	-1%	-4%	-6%	-13%	19%	-13%	-20%	-13%	?
COc1ccc(CC(=O)N(C)C2CCCN(Cc3ccccc3F)C2)cc1OC (stereo unspecified)	6%	0%	0%	-4%	12%	-3%	-16%	9%	33%
CSC1=NP(=S)(SC)N(C)c2nc3n(c21)CCC3 (stereo unspecified)	-25%	7%	-4%	-10%[11.4 µM]	1%	-3%	-16%	-8%	-1%
CC(=O)Nc1ccc(C2CN(C)CC2C(=O)c2ccc(Cl)cc2)cc1 (stereo unspecified)	-7%	-19%	3%	-20%	-2%	32%	-12%	9%	?
CCOc1ccccc1-n1c(O)c(C=Nc2ccc(N(CC)CC)cc2)c(=O)[nH]c1=O	-3%	?	-10%	?	-3%	-2%	-27%	-14%	50µM*
CCCCCC1CC(CC(=O)NC(=S)Nc2ccc([N+](=O)[O-])cc2)C(=O)O1 (stereo unspecified)	-3%	-18%	-1%	-8%	-10%	5%	-12%	8%	?
COc1ccc2c3c([nH]c2c1)C(C)NCC3 (stereo unspecified)	?	?	2%	50µM*	-7%	?	-2%	46%[activator]	-25%[12.7 µM]
O=[N+]([O-])c1cccc(CN2CC=C(c3ccc(F)cc3)CC2)c1	-4%	?	-5%	?	-3%	1%	-10%	0%	?
C=C1[C@H]2CC[C@H]3[C@]4(C)C[C@H](O[C@H]5O[C@H](CO)[C@@H](OS(=O)(=O)O)[C@H](OS(=O)(=O)O)[C@H]5OC(=O)CC(C)C)C[C@@H](C(=O)O)[C@H]4CC[C@]3(C2)[C@H]1O	-4%	-38%	nt	-1%	13%	nt	8%	-2%	-25%[59 µM]
CC(C)[C@H](NC(=O)N1C[C@H]2C[C@@H](C1)c1cccc(=O)n1C2)C(=O)Nc1ccccc1F	-6%	-4%	-5%	1%	0%	37%	13%	-3%	nt
CC(N=Cc1c(O)n(C2CC2)c(=S)[nH]c1=O)c1ccccc1 (stereo unspecified)	-27%	-8%	-1%	1%	0%	-10%	-12%	-2%[58.9 µM]	-42%
COc1ccc(-c2[nH]ncc2CNC(C)Cc2ccsc2)c(F)c1 (stereo unspecified)	-14%	-4%	-7%	-21%	-1%	-19%	-11%	8%	-1%
CCC(C(=O)OCCOCCN(CC)CC)c1ccccc1 (stereo unspecified)	-1%	-35%	-1%&-3%	?	-2%	18%	9%[19.4 µM]	-17%	?
COc1c2c(cc3c1OCO3)CCN(C)C2	-8%	-3%	-10%[21.4 µM]	12%	-7%	nt	-4%	-10%	-31%[59 µM]
COc1ccc(Cl)cc1S(=O)(=O)Nc1cccc(-c2ccc(N3CCCC3)nn2)c1	-5%	2%	-2%	-24%	nt	8%	-5%[60.1 µM]	?	3%[59 µM]
O=C(CCc1ccccc1)N1C[C@H]2C[C@@H](C1)c1cccc(=O)n1C2	-19%	-4%	-1%	-12%	23%	18%	4%	25%	6%
CC1CCCCN1CC(O)c1c[nH]c2ccccc12 (stereo unspecified)	-11%	-1%	-2%	-7%	15%	90%	1%	188%[activator]	20%[2.33 µM]
CN(C)CCNC(=O)c1cccn(Cc2cccc(C(F)(F)F)c2)c1=O	0%	-22%	-2%	-20%[11.4 µM]	-8%	91%	-5%	55%[activator]	?
O=P(Nc1ccccc1)(Oc1ccccc1)Oc1ccccc1	-22%	2%	-9%	-2%	-2%	-7%	-14%	-1%	2%
O=c1cccc2n1CC1CC2CN(S(=O)(=O)c2cc(Cl)ccc2Cl)C1 (stereo unspecified)	-13%	-15%	1%	1%	-5%	27%	-10%	33%[activator]	58%[activator]
COC(=O)C1=C(c2c(C)noc2C)C[C@@H]2CC[C@H]1N2C(=O)NC1Cc2ccccc2C1	-19%	12%	nt	-13%	2%	nt	-15%	21%	5%[2.33 µM]
O=C1c2ccccc2C(=O)N1SC1CCCCC1	-11%	2%	-2%	?	-3%	2%	10%	?	2µM*
COc1cc2c(c(OC)c1OC)-c1ccc(OC)c(=O)cc1[C@H](NC(C)=O)CC2	nt	nt	2%	nt	-3%	nt	-7%[19.4 µM]	nt	13%[21.5 µM]
COC(=O)C1=C(c2ccc(-c3ccccc3)c(F)c2)C[C@@H]2CC[C@H]1N2C(=O)N1CCC(O)CC1	-15%	-13%	nt	?	9%	nt	-3%	20%	26%[2.33 µM]
CCCOc1ccc(C(=O)NC(=S)N2C[C@H]3C[C@H](C2)c2cccc(=O)n2C3)cc1	5%	-10%	-2%	?	19%	-1%	3%	-1%	11µM*
CC(=O)OC1CCC2(C)C(CCC3C4CC(N5CC5)C(C(C)=O)C4(C)CC(=O)C32)C1 (stereo unspecified)	-18%	nt	nt	-24%	nt	nt	-12%	-1%	nt
COC(=O)c1ccc(C(C(=O)NC2CCCCC2)N(CCN2CCOCC2)C(=O)Cc2cccs2)cc1 (stereo unspecified)	0%	0%	3%	-9%	8%	10%	-18%	14%	-7%
COc1ccc2c(c1)NP(=S)(c1ccccc1)N2C (stereo unspecified)	-29%	nt	nt	50µM*	nt	nt	2%	12%	nt
COC(=O)C1=C(c2cc3ccccc3s2)C[C@@H]2CC[C@H]1N2C(=O)NC1CCCCC1	-12%	nt	nt	-27%	nt	nt	5%	20%	nt
c1ccc(Cn2ccnc2)cc1	-7%	-32%	-4%	1%	2%	?	14%	24%	-12%[59 µM]
CN1CCN(c2ccccc2NC(=O)c2ccc(-c3ccc(Cl)c(Cl)c3)o2)CC1	-12%	-7%	0%	50µM*	-3%	75%	4%	27%	49%
CN(C)c1ccc(N=Cc2c(O)n(CCC3=CCCCC3)c(=O)[nH]c2=O)cc1	-13%	-2%	0%	-24%	3%	6%	-15%	10%	-11%
Cc1ccc(CN2C(=O)c3ccccc3Sc3ccc(C(=O)N4CCC5(CC4)OCCO5)cc32)cc1	-21%	-24%	-6%	?	nt	1%	-5%[60.1 µM]	22%	-3%[59 µM]
C(=NN1CCCCCC1)c1c[nH]c2ccccc12	-3%	nt	nt	?	nt	nt	1%	12%	nt
COc1ccc(C(=O)C2CCCN(C3CSCCSC3)C2)c(C)c1 (stereo unspecified)	-20%	-30%	-4%	-33%	1%	6%	6%	29%	1%
O=C(COc1ccc(Cl)cc1Cl)Nc1ccc(CN2CCCCC2)cc1	-16%	-19%	3%	-21%	3%	-16%	-22%	62%[activator]	-52%
CN1C(=O)C(C)(C2=CCCCC2)C(=O)NC1=S (stereo unspecified)	-26%	nt	nt	-9%	nt	nt	-20%	15%	nt
O=S(=O)(c1ccc(F)cc1)N1CN2CCN(C2)C1	-1%	-3%	2%	0%	46%	0%	-13%	-3%	19%

Exported as labelled records: entries from further up.
CSC1=NP(=S)(SC)N(C)c2nc3n(c21)CCC3 (stereo unspecified)
  Pol eta inh = -25% | BAZ2B block = 7% | BLM helicase inh = -4% | JMJD2A Tudor = -10%[11.4 µM] | APE1 inh = 1% | Pol beta inh = -3% | POLK inh = -16% | POLI inh = -8% | G9a inh = -1%

CC(=O)Nc1ccc(C2CN(C)CC2C(=O)c2ccc(Cl)cc2)cc1 (stereo unspecified)
  Pol eta inh = -7% | BAZ2B block = -19% | BLM helicase inh = 3% | JMJD2A Tudor = -20% | APE1 inh = -2% | Pol beta inh = 32% | POLK inh = -12% | POLI inh = 9% | G9a inh = ?

In the list so far, two contain a nitro group on carbon.
SMILES	Pol eta inh	BAZ2B block	BLM helicase inh	JMJD2A Tudor	APE1 inh	Pol beta inh	POLK inh	POLI inh	G9a inh
CCCCCC1CC(CC(=O)NC(=S)Nc2ccc([N+](=O)[O-])cc2)C(=O)O1 (stereo unspecified)	-3%	-18%	-1%	-8%	-10%	5%	-12%	8%	?
O=[N+]([O-])c1cccc(CN2CC=C(c3ccc(F)cc3)CC2)c1	-4%	?	-5%	?	-3%	1%	-10%	0%	?

High-throughput results as filed in PubChem BioAssay.
